PolyA inh: inhibitors of polyadenylation in S. cerevisiae; 300,000 compounds, 0.02% hits; S. cerevisiae SKY197-pL101 polyadenylation reporter, beta-gal luminescence; efflux-impaired pdr1/pdr3 knockout yeast; score 100 = 6 SD above DMSO; calls only at 12 µM; AID 1875;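 active means lowest replicate activity score at least 50, where 100 means six control SD above control mean; inconclusive means lowest score under 50 but half or more replicates reach 50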;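 further: yeast exposed to compound for 9 h at 30 °C; higher score means more reporter readthrough which indicates perturbed polyadenylation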
HSP90 refold inh: inhibitors of HSP90 luciferase refolding in rabbit reticulocyte lysate; inhibition, % at 5.6 µM; 290,000 compounds, 0.91% hits; luciferase refolding luminescence, 3 h;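 active means inhibition above the screen-wide mean plus 3 SD, computed separately per campaign, cut at about 16% in these data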;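 further: 0% = DMSO wells and 100% = 60 µM geldanamycin wells; inhibitors lower the luminescence because luciferase stays unfolded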
HSF1 activator: increases HSF-1 driven luciferase reporter signal; NIH3T3-HGL HSF-1 luciferase reporter, MG132, 8 h; 100% = twice DMSO control signal; activation, % at 9 µM; 300,000 compounds, 1.7% hits; AID 504408;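 active means mean replicate activation of at least 50% with a set share of replicates each reaching 50%; inconclusive means only one of those two conditions met; inactive means mean below 50% and too few replicates reaching it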;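 further: 0% = median of the neutral control wells and 100% = twice that signal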
Platelet DG rel: modulates dense granule release in human platelets; AID 1663; 300,000 compounds, 0.22% hits; inhibition, %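 (compounds screened at 7.5 µM in platelet-rich plasma)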; human platelet-rich plasma, SFLLRN dense granule ATP release, luminescence;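 active means mean replicate score, as percent of positive control, at or above 50; inconclusive means mean below 50 but at least one replicate at or above 50; inactive means mean and every replicate below 50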
Dyrk1A ADPGlo: inhibitors of rat Dyrk1A kinase; Q63470; ADP-Glo luminescence, NFATc1 peptide; inhibition, % at 12.5 µM; 310,000 compounds, 0.43% hits; in the data active means inhibition above about 50%;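 further: plate controls were vehicle with enzyme for no effect and no enzyme for full effect; many of its hits are not listed in these tables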
AI-2 QS modul: modulates the Vibrio harveyi AI-2 quorum sensing system; activity change, % at 7.5 µM; AID 2094; Vibrio harveyi JMH597 AI-2 luminescence/OD600 ratio, 9 h; active compounds read low; strain lacks LuxN and CqsS sensors; 0 = neutral-control median; 300,000 compounds, 0.4% hits; in the data active means activity change below about -75%, passing the limit was not always enough; inconclusive means no clear call, values can overlap the other calls;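 further: luminescence divided by OD600 gain over 9 h not by final OD600 alone; inactives centre near 13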
HSF1 inhib: HSF1 inhibition; NIH3T3-HGL HSE-luciferase, MG132-induced, luminescence 8 h; active compounds read low; activity change, negative = inhibition, % at 7.5 µM (by protocol); 300,000 compounds, 0.77% hits; AID 2098;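 active means more than half of replicate wells show activity change below -50%, luminescence cut by over half; inconclusive means some wells, but at most half, below -50%; inactive means no replicate well below -50%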;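 further: luciferase reports HSF-1 transcriptional activity via heat shock element; 0% = median of DMSO wells and -100% = zero luminescence signal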
GSK3 alpha inh: inhibitors of human GSK-3 alpha kinase; ADP-Glo luminescence, 60 min; inhibition, % at 10 µM; 320,000 compounds, 0.1% hits;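 in the data active means inhibition above about 50%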;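 further: GST-tagged GSK-3 alpha with peptide substrate and 25 µM ATP; 0% = DMSO neutral wells and 100% = GW8510 positive control wells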
Target sequence (P49840 whole entry, looked up): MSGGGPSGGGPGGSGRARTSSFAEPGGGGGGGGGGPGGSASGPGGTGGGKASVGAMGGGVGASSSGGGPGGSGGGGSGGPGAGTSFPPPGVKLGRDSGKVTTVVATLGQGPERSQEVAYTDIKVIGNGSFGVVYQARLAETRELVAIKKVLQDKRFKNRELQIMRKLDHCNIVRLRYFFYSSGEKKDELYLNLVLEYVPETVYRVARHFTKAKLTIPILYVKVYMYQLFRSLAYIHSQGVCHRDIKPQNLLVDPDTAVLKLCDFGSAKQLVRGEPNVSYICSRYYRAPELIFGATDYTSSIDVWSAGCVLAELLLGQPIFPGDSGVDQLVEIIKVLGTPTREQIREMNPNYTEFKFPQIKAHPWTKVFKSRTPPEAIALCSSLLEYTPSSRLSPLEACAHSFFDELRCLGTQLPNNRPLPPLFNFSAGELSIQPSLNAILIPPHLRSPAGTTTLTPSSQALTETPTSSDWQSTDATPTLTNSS
GSK3beta inhib: human GSK3beta kinase inhibition; P49841; GST-GSK3beta kinase, ADP-Glo luminescence, 60 min; active compounds read low; activity score (negative = inhibition), % at 10 µM; 300,000 compounds, 0.038% hits; AID 2097;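 active means more than half of replicate wells score below -50%, meaning over 50% inhibition versus plate controls; inconclusive means some replicates but at most half score below -50%; inactive means no replicate scores below -50%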;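 further: 0% = median DMSO wells and -100% = median GW8510 positive control wells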
Target sequence (P49841 whole entry, looked up): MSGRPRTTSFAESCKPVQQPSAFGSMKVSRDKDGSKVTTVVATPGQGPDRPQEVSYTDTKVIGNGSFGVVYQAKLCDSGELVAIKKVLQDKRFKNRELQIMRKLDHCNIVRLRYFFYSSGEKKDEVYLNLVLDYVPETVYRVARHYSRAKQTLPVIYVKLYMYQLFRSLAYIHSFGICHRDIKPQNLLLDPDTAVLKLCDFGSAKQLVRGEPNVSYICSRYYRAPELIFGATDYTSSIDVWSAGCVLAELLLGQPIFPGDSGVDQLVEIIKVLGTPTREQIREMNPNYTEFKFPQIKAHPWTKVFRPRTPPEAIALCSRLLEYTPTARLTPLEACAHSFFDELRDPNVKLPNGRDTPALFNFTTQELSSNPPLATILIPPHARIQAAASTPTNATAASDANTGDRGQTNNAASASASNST
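Test system: GST-tagged human GSK3beta kinase, cell-free; evaluation: activity score scaled between in-plate DMSO and GW8510 controls; measured by: ADP-Glo luminescence; incubation: 60 min reaction, RT; benchmarks: DMSO and 20 µM GW8510; reagent: peptide substrate plus 25 µM ATP (final); medium: Tris/MgCl2 kinase buffer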
HDAC3 inhib: human HDAC3 inhibition; O15379; inhibition, % at 8.3 µM; recombinant HDAC3, fluorogenic peptide/trypsin coupled, fluorescence; 320,000 compounds, 0.15% hits; in the data active means inhibition above about 26%, passing the limit was not always enough; inconclusive means no clear call, values can overlap the other calls
An asterisk follows results filed as active; i = inactive; ? = inconclusive; . = no result given.

SMILES	PolyA inh	HSP90 refold inh	HSF1 activator	Platelet DG rel	Dyrk1A ADPGlo	AI-2 QS modul	HSF1 inhib	GSK3 alpha inh	GSK3beta inhib	HDAC3 inhib
Cc1nn(C)c(C)c1CNC(=O)Nc1ccc(Cl)cc1	i	3	20	0	.	-1	11	-2	-2	4
Clc1ccc(-c2nnn(Cc3nc4ccccc4s3)n2)cc1	i	-1	4	3	-1	-31	-1	1	3	0
O=C(c1nc2ccccn2c1CN1CCC(Cc2ccccc2)CC1)N1CCCC1	i	-1	32	3	-3	51	-4	0	0	3
O=C(NC(=S)N1CCN(c2c(Cl)cccc2[N+](=O)[O-])CC1)c1cccs1	i	5	-95	-7	0	3	-95*	-4	6	4
O=C(Nc1ccc(-c2ccccc2)cc1)c1ccco1	i	0	13	1	5	12	-6	-3	-3	8
CC1CCc2nc(NC(=O)Cc3cccs3)sc2C1 (stereo not drawn)	i	-4	35	-7	6	25	9	0	0	2
CCOC(=O)c1c(CS(=O)(=O)c2ccccc2)n(C)c2cc(Br)c(O)cc12	i	4	24	-4	-1	24	11	-3	2	-6
Cc1cccc(N(CC(=O)N2CCN(C)CC2)S(=O)(=O)c2ccccc2)c1	i	0	5	4	-2	6	-5	-3	4	1
CCOC(=O)C1=C(CSc2nncn2C)NC(=O)NC1c1cc(OCC)ccc1OCC (stereo not drawn)	i	1	9	5	5	11	3	2	0	6
Cc1ccccc1NC(=O)c1cccc(N2C(=O)C3C4CC(C(Br)C4Br)C3C2=O)c1 (stereo not drawn)	.	-3	.	.	-1	43	.	.	-3	?
CCCCc1nc2ccccc2c(C(=O)O)c1C	.	4	.	7	-2	32	.	-2	-1	-1
CC1C/C(=C/c2cccn2C)C(=O)/C(=C/c2cccn2C)C1 (stereo not drawn)	i	6	23	1	-6	8	10	-1	2	22
COCCSc1nnc(NC(=O)Cc2ccccc2OC)s1	i	10	-5	10	-6	16	2	-2	-5	12
NC(=O)CSc1nc(O)cc(=O)n1-c1ccccc1	i	5	19	0	-2	35	4	-1	2	-17
N#CC(C(=O)Nc1ccccc1)=C1CCCCC1	i	3	4	6	6	20	4	-3	2	-2
O=C(c1ccoc1)N1CCCC(Nc2ccc(F)c(F)c2)C1 (stereo not drawn)	i	0	18	-1	6	7	4	1	2	-1
CC(=O)c1sc(NC(=O)COc2c(C)cc(Cl)cc2C)nc1C	i	12	8	2	.	14	2	3	-1	-1
Cc1cc(C)nc(SCCc2ccncc2)n1	i	-1	-12	9	-3	18	-9	0	0	.
CC1=C(C(=O)N2CCOCC2)C(c2cccc3ccccc23)NC(=S)N1 (stereo not drawn)	i	6	12	-17	-1	13	2	3	-1	1
N#Cc1c(C(F)(F)F)cc(-c2ccc(Cl)c(Cl)c2)nc1SCCN1CCOCC1	i	0	-6	3	4	27	0	1	1	8
Cc1cccc2c(=O)n3c(nc12)CCCCC3	i	-3	-2	-4	-2	21	-1	2	-1	0
Cc1ccc(/C=N/n2c(-c3cccnc3)n[nH]c2=S)s1	i	1	3	-49	12	23	6	6	10	?
CCOc1ccc(CCNC(=O)COC(=O)CCC(=O)c2cccs2)cc1OCC	i	-6	-4	-1	-1	21	-3	.	2	1
Cc1ccc(-c2ccc(=O)n(Cc3cc(C)ccc3C)n2)cc1	i	1	-1	-4	0	15	11	-1	1	11
O=C(N/N=C\c1cn[nH]c1-c1ccccc1)c1ccc([N+](=O)[O-])cc1	i	-2	-13	-5	-4	20	-6	5	0	3
Cc1ccc(N(CC(=O)NC(C)C)C(=O)CCC(=O)Nc2ccccn2)cc1	i	1	-34	15	-5	2	-15	2	3	-9
COc1cccc(C(=O)NCCS(=O)(=O)N2CCc3ccccc3C2)c1	i	.	-13	-16	3	3	-8	-2	1	3
Cc1ccc(SCC(=O)N2CCCC2)cc1	i	3	25	4	0	22	0	-2	-1	8
CCOC(=O)CSc1cc(CS(=O)(=O)c2ccccc2)nc(-c2ccccc2)n1	i	2	2	-13	1	35	0	-1	3	-2
CCOc1ccc(OCCC(=O)OCC(=O)NCc2ccc(Cl)cc2)cc1	i	.	11	-2	0	14	-1	-1	1	-4

13 structures from above, sorted by count of non-hydrogen atoms, high to low.
SMILES	PolyA inh	HSP90 refold inh	HSF1 activator	Platelet DG rel	Dyrk1A ADPGlo	AI-2 QS modul	HSF1 inhib	GSK3 alpha inh	GSK3beta inhib	HDAC3 inhib
CCOc1ccc(CCNC(=O)COC(=O)CCC(=O)c2cccs2)cc1OCC	i	-6	-4	-1	-1	21	-3	.	2	1
CCOC(=O)CSc1cc(CS(=O)(=O)c2ccccc2)nc(-c2ccccc2)n1	i	2	2	-13	1	35	0	-1	3	-2
Cc1ccc(N(CC(=O)NC(C)C)C(=O)CCC(=O)Nc2ccccn2)cc1	i	1	-34	15	-5	2	-15	2	3	-9
CCOc1ccc(OCCC(=O)OCC(=O)NCc2ccc(Cl)cc2)cc1	i	.	11	-2	0	14	-1	-1	1	-4
COc1cccc(C(=O)NCCS(=O)(=O)N2CCc3ccccc3C2)c1	i	.	-13	-16	3	3	-8	-2	1	3
O=C(N/N=C\c1cn[nH]c1-c1ccccc1)c1ccc([N+](=O)[O-])cc1	i	-2	-13	-5	-4	20	-6	5	0	3
Cc1ccc(-c2ccc(=O)n(Cc3cc(C)ccc3C)n2)cc1	i	1	-1	-4	0	15	11	-1	1	11
COCCSc1nnc(NC(=O)Cc2ccccc2OC)s1	i	10	-5	10	-6	16	2	-2	-5	12
Cc1ccc(/C=N/n2c(-c3cccnc3)n[nH]c2=S)s1	i	1	3	-49	12	23	6	6	10	?
NC(=O)CSc1nc(O)cc(=O)n1-c1ccccc1	i	5	19	0	-2	35	4	-1	2	-17
N#CC(C(=O)Nc1ccccc1)=C1CCCCC1	i	3	4	6	6	20	4	-3	2	-2
Cc1cc(C)nc(SCCc2ccncc2)n1	i	-1	-12	9	-3	18	-9	0	0	.
Cc1ccc(SCC(=O)N2CCCC2)cc1	i	3	25	4	0	22	0	-2	-1	8

The list continues:
SMILES	PolyA inh	HSP90 refold inh	HSF1 activator	Platelet DG rel	Dyrk1A ADPGlo	AI-2 QS modul	HSF1 inhib	GSK3 alpha inh	GSK3beta inhib	HDAC3 inhib
O=C(O)c1cccc(C(=O)c2cccc(C(=O)O)c2)c1	i	1	-7	1	-3	8	-5	-1	4	-5
O=C(NCCc1ccccc1)C1CCC(=O)N(Cc2ccc(Cl)cc2)C1 (stereo not drawn)	i	1	-15	0	-5	29	-6	-3	-1	0
COc1ccc(C2C(C(C)=O)=C(O)C(=O)N2c2cccnc2)cc1OC (stereo not drawn)	i	2	1	4	-1	14	-2	-2	1	2
Cc1nc2ccccc2c(=O)n1/N=C/c1c(O)ccc2ccccc12	i	-3	-3	2	4	9	-7	-9	3	1
CC1Cc2ccccc2N1C(=O)CSc1nnc2n1C(C)(C)Cc1ccccc1-2 (stereo not drawn)	i	4	9	0	-3	18	5	-1	-1	-5
O=C(OC1CCOC1=O)c1ccc(N2CCCC2)c([N+](=O)[O-])c1 (stereo not drawn)	i	-1	0	11	3	28	-8	-4	1	5
Cn1c(=O)c2c(nc(N3CCNCC3)n2Cc2ccccc2Cl)n(C)c1=O	i	-1	0	21	3	17	-1	1	-1	-9
CCOCC(=O)Nc1ccccc1C(=O)N1CCOCC1	i	2	9	1	1	6	-8	0	-2	-6
CCOc1ccccc1NC(=O)CSc1nnc(Cc2ccc(OC)cc2)c(=O)n1N	i	.	-7	2	-4	15	-3	1	3	-5
CN(C)CCOC(=O)c1ccc(COc2ccccc2Br)o1	i	-3	0	3	0	15	-7	2	0	-2
CCC(C)[C@H](NC(=O)Nc1cccc(Cl)c1)C(=O)O (stereo partly drawn)	i	3	-2	3	2	24	-7	.	0	-12
CN(C(=O)c1cccc(C(=O)N(C)c2ccccc2)c1)c1ccccc1	.	-1	-7	-6	0	8	-9	1	1	3
CCOC(=O)c1ccc2nc(NC(C)=O)sc2c1	i	-2	?	-2	5	6	10	0	-2	4
CCCOc1ccc(/C(O)=C2/C(=O)C(=O)N(CCCn3ccnc3)C2c2ccc(C)o2)cc1 (stereo not drawn)	i	-1	8	24	-13	32	-2	-2	6	0
N#CCCNc1c(Cl)cc(Cl)cc1C(=O)O	i	3	-17	5	21	7	-3	-2	-3	0
Cc1cc(SCC(=O)N2CCCC2)nc2ccccc12	i	6	1	-11	0	11	4	6	-4	-1

The list is partial; rates above refer to the full screens.
